Chronic BCR inh = inhibitors of chronic active B-cell receptor signaling. AID 493014. 0.05% of 340,000 active. ABC-DLBCL IkBa-CBG/CBR reporter, luminescence ratio, 4 h. Potency, µM (top dose mostly 46.1 µM), for inactives: at the top dose ratio change, negative = lower green/red ratio, usual class: inhibitors; active means well fitted inhibition curve with a large enough effect in the signal ratio, with a control signal flat, not every such curve was filed as active; inconclusive means small, poorly fitted or top-dose-only effect, or effect the other way, or a change in a side signal; the % refers to the signal ratio;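 further: potency means the concentration at half of the fitted maximal effect; plate controls were basal doxycycline-induced cells for no effect and cells given 10 µM MG132 for full effect; MG132 reads +100%, hits lower the ratio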
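Cell line TMD8 (human ABC DLBCL), stably expressing tet-inducible CBG68-IkBa fusion and CBR; IMDM/0.5% FBS; cpd up to 46 uM; dox induction, 4 h, 37C/5% CO2; dual luminescence; green/red ratio; MG132 control.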
Eya2 phos inh = Eya2 (human) phosphatase inhibition | O00167 | recombinant Eya2, OMFP fluorescence dephosphorylation (OMFP is methylfluorescein phosphate) | Potency, µM (highest dose often 76.9 µM), inactives show at the top dose activity, negative = inhibition, hits mostly inhibitors | 0.006% of 330,000 active | AID 488837; further: potency means the concentration at half of the fitted maximal effect
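Eya2 (0.2 uM) preincubated 10 min at ambient with compound, then OMFP substrate added at 50 uM; 10 min reaction in 50 mM HEPES pH 7.5, 50 mM NaCl, 5 uM MgCl2, 0.05% BSA, 1 mM DTT. Fluorescence read at Ex 485/Em 525 nm.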
B2AR arrestin = recruits beta-arrestin to the human beta2-adrenergic receptor | AID 492947 | Potency, µM (doses to about 46.1 µM), for the others: at the top dose activation, most hits filed as activators | beta-arrestin recruitment to beta2AR, cell-based reporter | P07550 | 0.02% of 330,000 active;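 further: potency means the concentration at half of the fitted maximal effect; 0% = DMSO controls and full agonism = EC100 isoproterenol or metaproterenol; nearly all actives have a fitted effect of over 65% in size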
KCNH2 3.1 block = KCNH2 3.1 (human) potassium channel inhibition; U2OS KCNH2 3.1, thallium flux FluxOr; active compounds read low; 0.95% of 340,000 active; activity change, % (tested at about 1.8 µM);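 active means maximum activity change below -70%; inconclusive means maximum activity change from -70% to -50%; inactive means maximum activity change above -50%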;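 further: thallium influx rate constant from kinetic fluorescence after stimulation buffer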
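U2OS cells transduced with KCNH2 3.1 mutant virus (1.77 x 10^8 /mL, 4 h), plated overnight at 37 C, loaded 45 min with FluxOr dye plus Red40 quencher. Thallium flux rate constant from kinetic reads after stimulation buffer, normalised to controls.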
FBPA coupling cs = coupling enzyme interference in Giardia aldolase counter-screen; coupling enzyme system counterscreen, AmpLite Red fluorescence; activity change, negative = inhibition, % at 58.2 µM, hits read low; 0.67% of 290,000 active; AID 2472; in the data active means activity change below about -30%
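Compounds tested against the coupling enzymes alone at 57.5 uM final; readout was AmpLite Red fluorescence (525/598 nm) after 20 min at RT.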
PKM2 activator = increases activity of human pyruvate kinase M2; P14618; purified PKM2, Kinase-Glo ATP luminescence, activation; response scale: 0% is enzyme alone, no compound; Potency, µM (titrated, usually from 57.5 µM), for inactives: at the top dose activation, most hits filed as activators; 0.34% of 260,000 active; AID 1631; further: potency means the concentration at half of the fitted maximal effect; nearly all actives have a fitted effect of over 55% in size
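Kinase-Glo luminescence reports ATP generated from ADP (0.1 mM) and PEP (0.5 mM) by purified hPK-M2 after 1 h at room temperature, pH 7.2 imidazole buffer; intermediate enzyme activity allows detecting inhibitors and activators.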
GALK inh = inhibitors of human galactokinase; P51570; Purified GALK, Kinase-Glo residual ATP luminescence; Potency, µM (series often up to 57.5 µM), without a hit: top-dose activity change, negative = inhibition, most hits filed as inhibitors; 0.007% of 270,000 active; further: potency means the concentration at half of the fitted maximal effect
Target sequence (P51570 whole entry, looked up): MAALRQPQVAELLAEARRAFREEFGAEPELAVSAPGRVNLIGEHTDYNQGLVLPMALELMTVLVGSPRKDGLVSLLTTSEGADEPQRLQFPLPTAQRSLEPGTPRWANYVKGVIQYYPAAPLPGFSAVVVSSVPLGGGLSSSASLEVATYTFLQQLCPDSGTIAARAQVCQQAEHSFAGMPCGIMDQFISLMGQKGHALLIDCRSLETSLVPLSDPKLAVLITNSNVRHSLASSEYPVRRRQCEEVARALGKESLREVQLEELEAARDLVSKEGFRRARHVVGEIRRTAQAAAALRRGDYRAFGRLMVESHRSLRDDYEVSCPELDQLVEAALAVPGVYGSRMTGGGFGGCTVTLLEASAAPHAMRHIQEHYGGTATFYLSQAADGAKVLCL
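The enzyme phosphorylates galactose (100 uM) using ATP (35 uM); inhibition is detected as higher residual ATP, quantified by bioluminescence after 1 h reaction at room temperature, pH 8.0.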
hERG WT inh = blocks the wildtype human KCNH2 potassium channel; Q12809; U2OS, BacMam KCNH2, thallium flux FluxOr; active compounds read low; activity change, % at 1.84 µM; 0.37% of 340,000 active;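 active means maximum activity change below -70%; inconclusive means maximum activity change between -70% and -50%; inactive means maximum activity change above -50%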
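U2OS cells were transduced with wild-type KCNH2 virus (2.03 x 10^8 / mL) for 4 h at room temperature, then cultured overnight at 37 C. Thallium flux was read with FluxOr dye. Rate constants were normalized to DMSO controls.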
uPA surface inh = cell surface uPA generation inhibition. cell surface uPA generation assay, qHTS. Potency, µM (highest dose often 38.3 µM), for the others: top-dose activity change, negative = inhibition, most hits filed as inhibitors. 0.31% of 330,000 active. AID 540303; active means well fitted inhibition curve with a large enough effect; inconclusive means small, poorly fitted or top-dose-only effect; inactive means no such curve, though single readings can be large or run the other way; tested in mouse RAW 264.7 cells; further: potency means the concentration at half of the fitted maximal effect; nearly all actives have a fitted effect of over 55% in size
Giardia kill = kills Giardia lamblia; 0.15% of 340,000 active; activity change, % at 7.66 µM, hits read low; Giardia lamblia trophozoite viability; in the data active means activity change below about -80%; inconclusive means between about -30% and that limit;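 further: parasites exposed to compound for two days anaerobically before the ATP read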
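Killing of trophozoites was scored by loss of ATP luminescence after a 48 hrs anaerobic exposure to compounds at 37 deg C, using 100 cells per well.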
USP2a inh = USP2a (human) protease inhibition; O75604; USP2 core, Ub-CHOP2 coupled fluorogenic reporter, 485/531; Potency, µM (titrated, usually from 38.3 µM), without a hit: at the highest dose activity change, negative = inhibition, most hits filed as inhibitors; 0.01% of 330,000 active; AID 463254;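 further: potency means the concentration at half of the fitted maximal effect; plate controls were DMSO wells for no effect and full inhibition by NEM control for full effect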
Target sequence (O75604 whole entry, looked up): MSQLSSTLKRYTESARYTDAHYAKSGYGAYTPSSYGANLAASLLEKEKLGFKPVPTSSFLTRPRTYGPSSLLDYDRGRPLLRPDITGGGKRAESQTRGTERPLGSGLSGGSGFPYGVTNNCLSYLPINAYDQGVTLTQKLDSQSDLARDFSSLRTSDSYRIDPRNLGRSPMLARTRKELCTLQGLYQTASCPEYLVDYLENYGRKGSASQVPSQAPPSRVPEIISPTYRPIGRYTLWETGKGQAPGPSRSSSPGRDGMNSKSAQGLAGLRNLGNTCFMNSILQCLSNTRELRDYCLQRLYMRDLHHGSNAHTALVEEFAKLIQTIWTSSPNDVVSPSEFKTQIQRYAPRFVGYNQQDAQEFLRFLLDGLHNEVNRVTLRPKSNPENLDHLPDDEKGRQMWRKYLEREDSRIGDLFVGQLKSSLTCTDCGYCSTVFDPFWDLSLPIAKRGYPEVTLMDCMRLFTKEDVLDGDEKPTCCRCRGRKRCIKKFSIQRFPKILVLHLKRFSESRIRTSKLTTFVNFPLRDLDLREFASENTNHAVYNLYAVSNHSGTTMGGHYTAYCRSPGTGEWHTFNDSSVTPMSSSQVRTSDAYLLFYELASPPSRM
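Cell-free coupled assay: 10nM USP2 core preincubated 30min RT with compound in Tris-HCl pH 8.0/CaCl2/CHAPS buffer, then 25nM Ub-CHOP2 and 25nM reporter substrate; fluorescence (Ex 485/Em 531) read after 60min RT, normalized to NEM inhibition, concentration-response curves fitted.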
Active calls of the source: *; ? = inconclusive; . = not tested or not shown; [ ] = remark or other dose. Unless noted, the call rests on the fitted dose curve; in most records, active means well fitted curve in the direction sought with a large enough effect; inconclusive means small, poorly fitted or top-dose-only effect, or another doubt; inactive means no such curve, though single readings can be large; an effect the other way counts as inactive or inconclusive. Unless noted, on the % scale 0 is the no-effect control and ±100 the full control effect.

Sequence of screens: Chronic BCR inh	Eya2 phos inh	B2AR arrestin	KCNH2 3.1 block	FBPA coupling cs	PKM2 activator	GALK inh	hERG WT inh	uPA surface inh	Giardia kill	USP2a inh
Cc1cc(/N=C/N(C)C)on1
  2%	-13%	0.1%	0	1	-4%	1%	-11	-4%	9	-6%
CCOc1cccc(-c2nnc(SCC(=O)Nc3ccc(OC)c(OC)c3)n2N)c1
  -1%	12%	-0.2%	-4	5	3%	1%	-1	.	-4	-1%
CCc1ccc(NC(=O)N(CCN2CCOCC2)C2CCN(C(C)=O)CC2)cc1
  6%	3%	0.3%	3	1	0%	-1%	-27	2%	0	0%
O=c1c(-c2ccc(O)cc2)coc2cc(OC3OC(CO)C(O)C(O)C3O)ccc12 (stereo not given)
  27%	0%	-1.1%	-8	0	-5%	.	-25	?	4	0%
Cc1cc(C)cc(NC(=O)CN2CCC(NC(=O)Cc3ccccc3)CC2)c1
  0%	7%	0.3%	-9	3	-6%	2%	16	6%	-5	0%
COc1ccc(CNC(=O)CN(Cc2ccc(Cl)cc2)C(=O)c2csnn2)cc1
  9%	-16%	-0.6%	-24	0	4%	14%	23	-3%	-5	-1%
COc1ccc(CCN2C(=O)N[C@@H](CCC(=O)O)C2=O)cc1
  -2%	-1%	-0.2%	8	1	.	1%	-3	-14%	-28	3%
CNC(=O)c1cc2cc(OC)ccc2n1CCN(Cc1ccccc1)Cc1ccccc1
  ?	-4%	-0.8%	-75*	-3	-1%	-3%	9	-2%	-11	-1%
COc1ccc(N2CCN(C(C)C(=O)N3CC(C)OC(C)C3)CC2)cc1 (stereo not given)
  -1%	-27%	-0.9%	4	0	-1%	-1%	3	-13%	6	-1%
COc1ccc(C2c3ccc4ccccc4c3Oc3ncn(CCO)c(=N)c32)cc1 (stereo not given)
  ?	-17%	-0.2%	7	0	.	3%	0	-8%	3	3%
Cc1ccc(CS(=O)(=O)c2nc3c(c(N(C)C)n2)CCCC3)cc1
  -1%	0%	-0.6%	3	-3	-3%	0%	8	.	8	1%
CN(CC(=O)N(C)CC(=O)Nc1c(Cl)cccc1Cl)Cc1ccccc1F
  0%	-12%	-0.1%	-1	.	.	.	-31	3%	-18	4%
Cc1c(C(=O)N2CCN(c3ccccn3)CC2)sc2ncnc(N3CCOCC3)c12
  ?	-21%	-0.9%	10	0	-1%	1%	20	1%	-9	1%
CCOC(=O)c1ccc(NC(=S)Nc2ccccn2)cc1
  ?	-26%	-0.9%	8	3	-2%	2%	-1	-2%	18	0%
Cc1c(C)c2cc(Cl)c(OCC(=O)NC3CC(C)(C)NC(C)(C)C3)cc2oc1=O
  5%	-6%	0.2%	0	.	.	4%	7	-6%	11	1%
CC(=O)Nc1ccc(NS(=O)(=O)c2ccc3c(c2)n(C)c(=O)n3C)cc1
  -4%	14%	-0.3%	6	5	5%	-3%	6	5%	-12	1%
Brc1ccc(-c2nc(N/N=C/c3cccnc3)c3ccccc3n2)cc1
  ?	4%	0.2%	-5	-1	1%	2%	0	-14%	9	1%
COc1ccc(C2/C(=C(/O)c3ccc4c(c3)CC(C)O4)C(=O)C(=O)N2CCCn2ccnc2)cc1 (stereo not given)
  -4%	5%	-0.3%	-3	4	.	-1%	-3	-2%	1	5%
CCc1nnc(NC(=O)CSc2ncc(-c3ccccc3)n2C)s1
  ?	16%	0.7%	10	6	-1%	9%	-6	0%	?	1%
CC(=O)c1ccc(OCC(=O)N(CCC2=CCCCC2)c2c(N)n(Cc3ccccc3)c(=O)[nH]c2=O)cc1
  11%	4%	-0.1%	11	.	.	.	-6	-3%	-5	0%
O=C(CSc1nnc(CNc2ccc(F)cc2)n1Cc1ccccc1)NCc1ccco1
  1%	-6%	0.3%	-8	-1	-3%	-1%	1	1%	-2	2%
CC(OC(=O)c1ccc([N+](=O)[O-])s1)C(=O)Nc1ncc(Cl)cc1Cl (stereo not given)
  8%	9%	9.4%	11	0	11%	-5%	-1	3%	-24	5%
COCCCNc1nc2c(c(=O)n(Cc3ccc(OC)cc3)c(=O)n2C)n1C
  -3%	10%	0.0%	7	1	.	-2%	.	2%	0	1%
Clc1cccc(Cl)c1CO/N=C/c1c(-c2ccccc2)nc2n1CCS2
  20%	2%	-0.4%	19	2	0%	-2%	0	-4%	2	2%
COc1ccc(OC)c(NC(=O)CNC(=O)Cn2cnc3sc(C)cc3c2=O)c1
  4%	0%	-0.8%	2	2	.	1%	14	-11%	-3	-1%
Cc1ccc(C(=O)Nc2nc(-c3ccc([N+](=O)[O-])cc3)cs2)o1
  ?	-4%	-0.5%	3	0	-5%	.	3	-2%	21	0%
Cc1cccc2[nH]c3c(N4CC=C(c5ccc(F)cc5)CC4)ncnc3c12
  ?	-10%	-0.9%	-12	3	-1%	3%	8	-14%	1	2%
CS(=O)(=O)c1ccc(C(=O)OCC(=O)NNC(=O)COc2ccc(Cl)cc2)cc1
  ?	7%	-0.3%	10	.	.	.	32	-1%	-2	-2%
O=C(Cn1c(CC(=O)N2CCCC2)nc2ccccc21)NCc1ccccc1
  2%	12%	-0.2%	.	1	-3%	-2%	-2	.	15	2%
COC(=O)c1cn(CC(=O)N2CCCCC2C)c2ccccc12 (stereo not given)
  0%	-7%	-0.2%	5	1	-9%	-3%	7	7%	-16	2%
CCC1(c2ccccc2)NC(=O)N(CC(=O)NCc2ccc(C)cc2)C1=O (stereo not given)
  -6%	13%	-0.9%	7	0	.	.	1	13%	-2	-3%
Cc1ccc(N(C)C(=O)N2CCN(S(=O)(=O)c3c(C)cc(C)cc3C)CC2)cc1
  -1%	10%	0.0%	1	1	0%	0%	2	-6%	2	-8%
COCC(=O)N1CCC(Oc2ccc(C(=O)NC(C)c3nccs3)cc2)CC1 (stereo not given)
  0%	1%	-0.7%	-16	.	-5%	1%	-8	4%	-3	2%
CC(=O)NC12CC3CC(C1)CC(C(=O)N(C)CC(=O)Nc1ccccc1Cl)(C3)C2
  0%	0%	-1.0%	0	.	.	.	-5	3%	-11	2%
CC(=O)OC1OCCOC1NC(=S)Nc1cccc(C(F)(F)F)c1 (stereo not given)
  ?	4%	0.1%	0	1	10%	-2%	-2	-1%	7	2%
CCOc1ccc(C2/C(=C(/O)c3ccc(Cl)cc3)C(=O)C(=O)N2CCCN(C)C)cc1OC (stereo not given)
  2%	9%	-0.1%	.	1	4%	8%	.	.	.	1%
CCCOc1ccc(C(=O)Nc2ccc(N(C)C)cc2)cc1
  8%	2%	-0.7%	9	2	3%	0%	-3	?	-5	2%
CCOC(=O)c1c(NC(=S)Nc2ccccc2)sc2c1CCN(CC)C2
  0%	10%	0.3%	-34	-12	-7%	-2%	6	4%	1	7%
COc1ccccc1Nc1nc2cc(C)ccc2cc1C#N
  -2%	8%	-0.8%	17	2	-1%	0%	-2	6%	23	2%
NC(=O)c1cc(Cl)ccc1OCC(=O)NC1CC1
  2%	5%	-0.3%	-3	.	.	.	0	-4%	-4	2%

An excerpt from above in order of the GALK inh value, high to low:
Compound | Chronic BCR inh | Eya2 phos inh | B2AR arrestin | PKM2 activator | GALK inh | uPA surface inh
Cc1ccc(N(C)C(=O)N2CCN(S(=O)(=O)c3c(C)cc(C)cc3C)CC2)cc1 | -1% | 10% | 0.0% | 0% | 0% | -6%
O=C(CSc1nnc(CNc2ccc(F)cc2)n1Cc1ccccc1)NCc1ccco1 | 1% | -6% | 0.3% | -3% | -1% | 1%
CC(=O)OC1OCCOC1NC(=S)Nc1cccc(C(F)(F)F)c1 (stereo not given) | ? | 4% | 0.1% | 10% | -2% | -1%

(more compounds)
Sequence of screens: Chronic BCR inh	Eya2 phos inh	B2AR arrestin	KCNH2 3.1 block	FBPA coupling cs	PKM2 activator	GALK inh	hERG WT inh	uPA surface inh	Giardia kill	USP2a inh
COc1ccc(CNC(=O)c2nn(C)c3c2CS(=O)(=O)c2ccccc2-3)cc1
  1%	5%	-0.5%	-17	0	2%[0.46 µM]	0%	-20	-13%	-18	0%
Cc1nn(-c2ccccc2)c(Cl)c1/C=N/Nc1ccc(S(=O)(=O)Nc2ccccc2C(=O)O)cc1[N+](=O)[O-]
  4%	-14%	-0.6%	-10	6	0%	?	19	.	-9	?
N#Cc1ccsc1NC(=O)CSc1ncnc2ccccc12
  ?	0%	-0.4%	1	2	4%	-2%	-1	-7%	-3	-1%
Cc1cc(C(=O)Nc2ccc(F)cc2F)on1
  -13%	1%	0.4%	9	-1	.	-3%	-10	6%	-24	0%
CC(C)N(Cc1ccccc1)C(=O)CN1C(=O)COc2ccc(S(=O)(=O)NC3CCCC3)cc21
  0%	-10%	-0.1%	8	1	.	10%	-2	-15%	-7	3%
COc1ccc(C(=O)N2CCN(Cc3ccccn3)CC2)cc1
  1%	3%	-0.3%	3	3	.	0%	-1	-6%	-4	4%
Cc1cc2c(SCC(=O)NC3CCCCC3)ncnc2s1
  -2%	-1%	-0.3%	-1	1	1%	-2%	2	4%	2	1%

Assay outcomes deposited in PubChem BioAssay by National Center for Advancing Translational Sciences (NCATS).
